Assay outcomes (PubChem)
HEK293 tox = cytotoxicity counter-screen for GLP-1 receptor inverse agonists | HEK293 cAMP-luciferase reporter cells, luminescence, 24 h | Potency, µM (series often up to 38.3 µM), without a hit: at the highest dose activity change, negative = inhibition, most hits filed as inhibitors | 410,000 compounds, 0.13% hits;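 note: loss of luciferase light is scored as toxicity; potency is the fitted concentration of half-maximal effect; % is set by controls: 0 for no effect and ±100 for the full control effect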
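To flag toxic compounds, the library was rerun on cells for 24 hr at 37 deg C and 5% CO2. Viability-linked luminescence was captured 12 min after adding luciferase detection reagent.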
FUS suppressor = FUS proteinopathy suppression in yeast | S. cerevisiae FUS-expressing, growth rescue, OD600, 24 h | Potency, µM (series often up to 76.6 µM), for the others: at the highest dose growth rescue (activation), hits mostly activators | 390,000 compounds, 0.24% hits | AID 1347120;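 note: potency is the fitted concentration of half-maximal effect; plate controls were DMSO vehicle for no effect and reference control for full effect; nearly all actives have a fitted effect of over 55% in size; some results filed as inactive show a strong effect at the top dose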
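Quantitative HTS measuring growth restoration of FUS-toxic yeast. Galactose-induced cells (OD 0.005) were exposed 24hr at 30C to compounds at several concentrations, then absorbance at 600 nm was recorded.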
Akt phos inh = blocks phosphorylation of Akt | Neuro2A IGF-stimulated pAkt S473 HTRF, 20 min; active compounds read low | activity change, % for hits at 50 µM | 360,000 compounds, 0.32% hits; in the data active = activity change below about -80%; inconclusive = mostly about -51% to -80%; note: % is set by controls: 0 for no effect and ±100 for the full control effect
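Single-point screen (50 µM final compound) in Neuro2A cells stimulated 20 min with 6 nM IGF at 37 deg C. After lysis, Ser473-phosphorylated Akt read by HTRF (ex 330 nm, em 615/665 nm) as the 665/615 ratio.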
Mm-Cpn inhibitor = M. maripaludis TRiC chaperonin inhibition | 330,000 compounds, 0.031% hits | AID 504842 | Potency, µM (highest dose often 76.9 µM), for the others: at the highest dose activity, negative = inhibition, usual class: inhibitors | purified Mm-Cpn ATPase, ADP Transcreener TR-FRET; note: potency is the fitted concentration of half-maximal effect; % is set by controls: 0 for no effect and ±100 for the full control effect; nearly all actives have a fitted effect of over 80% in size
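Compound-treated chaperonin, 25 nM final, turns over 10 uM ATP at 37°C for 30 min following a 10 min preincubation; ADP generated competes with ADP-d2 for Eu-cryptate antibody, lowering FRET.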
aSyn rescue = rescues yeast growth from alpha-synuclein toxicity; Yeast expressing alpha-synuclein, growth rescue, BacTiter-Glo, 24 h; Potency, µM (titrated, usually from 46.1 µM), for the others: at the highest dose growth rescue (activation), usual class: activators; 370,000 compounds, 0.14% hits; note: potency is the fitted concentration of half-maximal effect; % of control where 0% means no effect; nearly all actives have a fitted effect of over 65% in size
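Readout is rescue of growth in alpha-synuclein-expressing yeast, so inhibitors of toxicity appear as activators. Growth after 24 hr at 30 deg C in galactose medium is quantified by luminescence.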
PTHR1 agonist = PTHR1 (human) receptor agonism | Q03431 | 410,000 compounds, 0.075% hits | Potency, µM (top dose mostly 115 µM), for inactives: top-dose activation, usual class: activators | HEK293 GP2 PTHR1 cells, GloSensor cAMP luminescence, 1 h | AID 743266; note: potency is the fitted concentration of half-maximal effect; nearly all actives have a fitted effect of over 55% in size; some results filed as inactive show a strong effect at the top dose; inactives centre near -15; many of its hits are not listed in these tables
Target sequence (Q03431 whole entry, looked up): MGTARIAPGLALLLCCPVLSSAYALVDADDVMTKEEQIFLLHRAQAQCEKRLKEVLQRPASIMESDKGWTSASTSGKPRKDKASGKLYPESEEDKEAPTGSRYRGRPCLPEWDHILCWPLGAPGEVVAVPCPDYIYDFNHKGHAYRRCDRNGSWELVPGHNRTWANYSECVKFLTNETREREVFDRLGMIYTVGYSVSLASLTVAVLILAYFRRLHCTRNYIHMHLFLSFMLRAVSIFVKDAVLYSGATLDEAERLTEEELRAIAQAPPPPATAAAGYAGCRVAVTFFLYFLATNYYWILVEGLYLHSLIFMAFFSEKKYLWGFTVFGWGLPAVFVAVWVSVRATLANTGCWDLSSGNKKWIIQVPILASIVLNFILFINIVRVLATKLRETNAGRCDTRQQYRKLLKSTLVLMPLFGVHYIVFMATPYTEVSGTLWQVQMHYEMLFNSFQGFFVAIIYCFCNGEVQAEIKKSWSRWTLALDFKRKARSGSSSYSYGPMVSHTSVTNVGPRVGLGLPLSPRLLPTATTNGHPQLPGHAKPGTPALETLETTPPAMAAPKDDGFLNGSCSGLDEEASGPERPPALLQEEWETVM
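HEK-293-derived GP2 cells expressing PTHR1 and a GloSensor cAMP reporter, 3,000/well, plated overnight, given luciferin plus IBMX (each 0.5 mM as added) for 1 h at 37 °C, then compound for 1 h at 37 °C. Luminescence was read after 15 min at room temperature.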
GLP-1R inv ag = acts as inverse agonist at human GLP-1 receptor; Potency, µM (highest dose often 38.3 µM), without a hit: top-dose activity change, negative = inhibition, usual class: inhibitors; P43220; HEK293 GLP-1R CRE-luciferase, luminescence, 24 h; GLP-1R form is constitutively active; 410,000 compounds, 1.6% hits; AID 624417; note: potency is the fitted concentration of half-maximal effect; % is set by controls: 0 for no effect and ±100 for the full control effect; nearly all actives have a fitted effect of over 55% in size
Target sequence (P43220 whole entry, looked up): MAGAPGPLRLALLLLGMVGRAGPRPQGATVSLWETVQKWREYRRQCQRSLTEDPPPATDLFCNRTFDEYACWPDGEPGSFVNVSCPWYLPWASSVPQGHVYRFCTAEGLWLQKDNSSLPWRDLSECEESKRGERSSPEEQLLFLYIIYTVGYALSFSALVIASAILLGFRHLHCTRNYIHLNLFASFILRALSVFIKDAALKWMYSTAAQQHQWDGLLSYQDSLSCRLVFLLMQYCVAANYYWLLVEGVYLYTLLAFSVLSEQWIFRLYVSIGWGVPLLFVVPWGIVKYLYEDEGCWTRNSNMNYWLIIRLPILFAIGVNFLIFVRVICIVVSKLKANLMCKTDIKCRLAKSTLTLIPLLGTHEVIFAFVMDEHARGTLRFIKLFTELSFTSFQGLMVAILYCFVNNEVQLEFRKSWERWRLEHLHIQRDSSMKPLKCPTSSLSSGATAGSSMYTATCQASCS
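Inverse agonism was detected as reduced cAMP-driven luciferase luminescence after 24 h compound treatment. The cells were HEK293 clones expressing constitutively active human GLP-1R with the reporter. Reporter-only and GPR119 cell lines served as counterscreen controls.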
Abeta yeast res = A-beta toxicity reversal in yeast; 410,000 compounds, 0.063% hits; Potency, µM (titrated, usually from 46.1 µM), inactives show at the highest dose growth rescue, actives largely listed as activators; yeast expressing A-beta42, growth rescue, OD600, 48 h; response scale: 0% DMSO, 100% iron-clioquinol control; note: potency is the fitted concentration of half-maximal effect; nearly all actives have a fitted effect of over 55% in size
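Yeast growth medium received pinned compounds, then yeast cells expressing toxic A-beta were added; plates incubated at 30 C for 48 hr. Growth read as absorbance at 600 nm, normalized to DMSO and equimolar FeCl3 plus clioquinol controls.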
TDP43 rescue = TDP-43 toxicity inhibition in yeast | 410,000 compounds, 1.8% hits | Potency, µM (highest dose often 46.1 µM), inactives show top-dose growth rescue (activation), most hits filed as activators | AID 652104 | TDP-43 expressing yeast growth rescue, BacTiter-Glo, 24 h; note: potency is the fitted concentration of half-maximal effect; % of control where 0% means no effect; nearly all actives have a fitted effect of over 50% in size
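Galactose-induced TDP-43 yeast, OD600=0.02, compound pinned; 24 hr, 30 deg C; BacTiter-Glo luminescence for growth. Inhibitors of TDP-43 toxicity read as activators.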
* hit, by the source's call; i = inactive; ? = inconclusive; · = not tested or not shown; [ ] = dose if it differs, or a comment. Unless noted, calls come from the whole dose curve; as a rule, active = well fitted curve in the direction sought with a large enough effect; inconclusive = small, poorly fitted or top-dose-only effect, or another doubt; inactive = no such curve, though single readings can be large; an effect the other way counts as inactive or inconclusive. An excerpt; count on the stated rates, not on these rows.

SMILES | HEK293 tox | FUS suppressor | Akt phos inh | Mm-Cpn inhibitor | aSyn rescue | PTHR1 agonist | GLP-1R inv ag | Abeta yeast res | TDP43 rescue
CCN(C(=O)/C=C/c1cc(OC)c(OC)c(OC)c1)C1CCCCC1 | -5.6% | 17.4% | i | 0.8% | -0.4% | i | 10.0% | 2.4% | ?
CCC1CCCCN1CCCNC(=O)C1CCC(=O)N1Cc1ccc(C)cc1 (configuration not stated) | -2.9% | 6.1% | i | 0.9% | -4.7% | i | -4.1% | 2.8% | 5.1%
Cc1nc(SCC(=O)NCCc2ccccc2)c2oc3ccccc3c2n1 | 4.6% | 18.4% | i | -1.0% | -0.5% | i | 5.1% | 17.9% | 1.1%
O=C(c1ccc(NS(=O)(=O)c2cccs2)cc1)N1CCCCC1 | -4.3% | -8.5% | i | -1.7% | -3.5% | -39.1%[inhibitor] | 2.6% | -20.8% | -8.4%
C/C(=N\NC(=O)c1[nH]c2c([N+](=O)[O-])cc(C)cc2c1-c1ccccc1)c1cccnc1 | -9.4% | 30.2% | · | 1.2% | -0.3% | i | 4.0% | -13.0% | -5.6%
C=CCOc1cccc(C2C(C(=O)c3ccco3)=C(O)C(=O)N2CCN(CC)CC)c1 (configuration not stated) | -3.7% | 8.4% | i | -0.9% | 0.4% | i | 7.8% | 13.9% | 1.7%
Clc1ccc(SCCn2ccnc2)cc1 | 7.2% | 15.3% | i | -0.5% | -0.2% | 16.0%[57.5 µM] | -3.6% | -19.3% | -17.7%
O=c1nc2c(-c3cccc(Br)c3)n[nH]n2c2ccccc12 | -14.8% | 2.8% | i | 0.1% | -0.1% | -38.3%[inhibitor] | 6.4% | -0.1% | -12.7%
C/C(=N\NC(=O)c1csc(C)c1C)c1ccc(C)s1 | 6.5% | · | i | 0.4% | -5.8% | i | 2.0% | -6.8% | 23.6%
CCC(C)NC(=O)Cn1nc([N+](=O)[O-])c(Cl)c1C (configuration not stated) | 25.8% | -17.1% | i | -5.3% | 4.4% | i | -0.8% | 4.2% | 1.9%
COc1ccc(S(=O)(=O)NCCc2nnc3ccc(SCC(=O)Nc4ccc(C(F)(F)F)cc4)nn23)cc1 | -2.5% | 4.3% | · | · | · | i | -4.3% | -14.1% | 10.2%
CSc1nsc(/C=C/Nc2ccc(C)c(C)c2)c1C#N | 8.9% | -23.7% | i | -8.8% | 15.8% | -7.3% | -29.5% | -1.6% | 1.3%
COc1ccc(-c2ccc(=O)n(Cc3ccccc3)n2)cc1 | -6.9% | 4.3% | i | -2.0% | 2.4% | i | 8.6% | -3.6% | ?
O=C(NCC1COc2ccccc2O1)C1CCCN(S(=O)(=O)c2cccc3cccnc23)C1 (configuration not stated) | -10.1% | 1.9% | i | 3.0% | -0.4% | -0.8% | ? | -6.0% | -0.1%
COc1ccc(O)c(/C=N\NC(=O)CCn2nnc3ccccc32)c1 | -3.4% | 3.8% | i | 0.0% | 23.1% | i | ? | -10.9% | -12.1%
CCN(CC)CCn1c(=S)[nH]c2cc(Cl)ccc2c1=O | -3.7% | 9.9% | i | 0.8% | 0.6% | i | 0.0% | 9.6% | -16.2%
COc1cccc(/C=N/N(C)C2=NS(=O)(=O)c3ccccc32)c1O | 2.5% | 7.5% | i | 0.6% | 6.4% | -3.8% | -3.3% | 0.6% | 18.0%
CCC(=O)N1CCC(C)(C(=O)Nc2nccc3ccccc23)C1 (configuration not stated) | -2.6% | -19.7% | i | · | 0.1% | -23.2% | 10.3% | 8.2% | 26.9%
Cc1cc(C)cc(C(=O)Nc2ccc3[nH]c(=O)[nH]c3c2)c1 | 5.4% | 8.6% | i | 1.1% | -1.0% | -4.4% | 16.9% | 9.0% | -6.2%
CC(=O)Nc1sc2c(c1CN1CCN(c3ccc(F)cc3)CC1)CCCC2 | -1.1% | 2.1% | i | -22.7% | -1.6% | -4.2%[57.5 µM] | 7.08µM* | 8.9% | 8.3%
CC(OC(=O)CCN=C1NS(=O)(=O)c2ccccc21)C(=O)Nc1ccc(N(C)C)cc1 (configuration not stated) | -4.1% | 3.7% | i | 0.5% | 0.5% | -20.4% | -9.3% | 2.4% | 21.8%
Cc1ccc(NC(=O)c2sc3nc(N)c(C#N)cc3c2N)cc1 | 13.2% | -2.9% | i | -25.3% | 9.4% | -14.7% | 167.1%[activator] | 2.8% | 1.8%
C[C@]12CC[C@H](O)CC1=C[C@H](O)C1C2CC[C@@]2(C)C1CC[C@@]2(O)C#Cc1ccc(CN)cc1 (some centres not stated) | -11.3% | ? | i | · | 1.9% | i | 29.3% | -5.5% | -5.5%
CC[C@]12c3[nH]c4cc(-c5ccco5)ccc4c3CCN1C(=O)[C@@H](CC(=O)NCc1ccc(OC)c(OC)c1)C[C@@H]2C(=O)N1CCN(C(=O)c2ccco2)CC1 | -5.0% | 35.5µM* | i | -1.6% | 4.1% | i | -15.8% | 1.3% | 18.6%
CSc1nc2nc3c(cn2n1)C(=O)CC(c1ccccc1)C3 (configuration not stated) | 40.0%[activator] | -13.8% | i | -0.2% | -3.2% | -6.4% | 13.1% | 9.2% | -10.0%
More compounds.
SMILES | HEK293 tox | FUS suppressor | Akt phos inh | Mm-Cpn inhibitor | aSyn rescue | PTHR1 agonist | GLP-1R inv ag | Abeta yeast res | TDP43 rescue
CCOC(=O)c1c(-c2ccc(C)cc2)csc1NC(=O)c1cc2ccccc2oc1=O | -9.1% | -30.2% | i | -1.0% | -5.0% | -3.4% | 51.3%[activator] | -4.2% | -16.9%
O=C(CSc1ccc2ccccc2c1)NCCCN1CCCC1=O | 1.6% | 7.6% | i | 1.4% | 4.9% | i | 15.8% | 6.7% | 1.8%
Cc1ccc(C(=O)NNC2=NCCC2)cc1 | -7.2% | -12.3% | i | 0.6% | -0.1% | i | -2.1% | 0.7% | -10.6%
Cc1nn(C)cc1CN(C)Cc1ccc(OCC(O)CN2CCCCC2)cc1 (configuration not stated) | ? | 11.6% | i | 2.8% | -2.1% | i | ? | 12.1% | -10.4%
COCCN1CC(CNC(=O)c2cc(COc3ccccc3SC)on2)CC1=O (configuration not stated) | -13.2% | · | i | 0.7% | 0.8% | i | -7.7% | -2.8% | -6.2%
CC1(C(=O)OCC(=O)Nc2ccc(Cl)cn2)CC1(Cl)Cl (configuration not stated) | -20.7% | -15.1% | i | -0.5% | -1.1% | -36.3%[inhibitor] | ? | 3.5% | 27.8%
COc1cccc(-c2nc(-c3ccc4c(c3)NC(=O)CO4)cs2)c1 | -3.6%[7.66 µM] | 37.8% | i | -14.7% | -9.9% | -3.3% | 21.2%[7.66 µM] | -21.2% | 6.8%[9.22 µM]
CCc1cccc(NC(=O)CCc2c(C)nc3c(c2C)c(=O)n(C)c(=O)n3C)c1 | 2.1% | ? | · | · | · | -43.9%[inhibitor] | -6.4% | -30.1% | -13.8%
COc1ccc(S(=O)(=O)N2CCC(C(=O)NC3CC3)CC2)cc1C | 14.9% | -2.0% | i | 1.9% | 0.9% | -5.3% | 7.4% | -6.1% | 5.1%
Cc1c(NC(=S)NC(=O)c2cccc(Cl)c2)c(=O)n(-c2ccccc2)n1C | 5.8% | 1.4% | i | -2.1% | 3.7% | i | 6.5% | -1.8% | 13.4%
Cc1cc(C(=O)CSc2ncccn2)c(C)n1-c1cccc(F)c1 | 20.0% | 3.6% | i | -2.1% | -1.2% | -16.1% | ? | -3.1% | 15.4%
CN(C)C(CNC(=O)c1ccc2ccccc2n1)c1ccccc1 (configuration not stated) | 3.2% | -13.5% | i | 2.8% | 5.6% | i | -15.8% | -14.0% | 6.6%
Cc1cccc(NC(=O)CCC(=O)OCc2ccc(Br)cc2)c1 | -11.6% | · | i | -2.5% | -0.1% | -16.9% | 17.8% | -14.1% | -20.9%
O=C(Cn1nc(-c2ccccc2)ccc1=O)NCc1ccc(F)cc1Cl | 18.8% | 11.3% | · | · | · | -1.0% | 5.5% | 16.6% | 25.5%
COc1cccc(C2=NOC(C(=O)NCc3ccc(F)cc3)C2)c1 (configuration not stated) | -21.3% | · | i | 1.9% | 11.1% | 1.4% | ? | 9.8% | ?
COc1cc(CC(CC(=O)O)CC(C)OCc2ccccc2)cc(OC)c1 (configuration not stated) | -0.2% | -1.8% | i | 1.1% | 10.7% | i | 8.0% | 5.6% | 17.3%
Cc1cccc(N2CCN(C(=O)c3oc(=O)c4ccccc4c3-c3ccccc3)CC2C)c1 (configuration not stated) | -0.9% | ? | · | · | · | i | ? | -2.0% | 12.6µM*

Not a retest: entries from further up.
SMILES | HEK293 tox | FUS suppressor | Akt phos inh | Mm-Cpn inhibitor | aSyn rescue | PTHR1 agonist | GLP-1R inv ag | Abeta yeast res | TDP43 rescue
CCOC(=O)c1c(-c2ccc(C)cc2)csc1NC(=O)c1cc2ccccc2oc1=O | -9.1% | -30.2% | i | -1.0% | -5.0% | -3.4% | 51.3%[activator] | -4.2% | -16.9%
O=C(CSc1ccc2ccccc2c1)NCCCN1CCCC1=O | 1.6% | 7.6% | i | 1.4% | 4.9% | i | 15.8% | 6.7% | 1.8%

Looked up above:
Reading of `Cc1ccc(C(=O)NNC2=NCCC2)cc1` under Abeta yeast res: 0.7%
Reading of `O=C(Cn1nc(-c2ccccc2)ccc1=O)NCc1ccc(F)cc1Cl` under FUS suppressor: 11.3%
Reading of `Cc1cccc(NC(=O)CCC(=O)OCc2ccc(Br)cc2)c1` under Mm-Cpn inhibitor: -2.5%
Reading of `Cc1nn(C)cc1CN(C)Cc1ccc(OCC(O)CN2CCCCC2)cc1` (configuration not stated) under TDP43 rescue: -10.4%
